inhibitors of VEEV: inhibitors of VEEV TC-83 cytopathic effect, confirmation, Vero cells (AID 588727); Vero cells, VEEV TC-83 cytopathic effect inhibition; higher % means a stronger effect; inhibition, % at 20 µM; hits with a dose series show IC50 in µM; hit rate 0.13% among 350,000; in the data active = a potency from the dose series; inconclusive = inhibition mostly from about 14% at the one dose, without a potency; inactive = the rest, 99 in 100 with inhibition below about 12%; also: strong numbers were not always called active
PhoP GFP inhibition: PhoP regulon inhibitors, Salmonella typhi PhoP promoter GFP reporter, confirmatory (AID 1850); Salmonella Typhi PhoP-promoter GFP reporter, fluorescence, 4 h; higher % means a stronger effect; inhibition, % at 50 µM, or IC50 in µM where a hit was titrated; hit rate 0.33% among 310,000; in the data active = a potency from the dose series; inconclusive = inhibition mostly from about 25% at the one dose, without a potency; inactive = the rest, 99 in 100 with inhibition below about 19%;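 also: 0% = induced wells with vehicle and 100% = uninduced wells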
influenza NS1A: H1N1 influenza NS1A inhibitors, functional cell based assay (AID 504329). NS1A functional cell-based assay, percent inhibition; higher % means a stronger effect. hit rate 0.3% among 340,000. inhibition, % at 12.5 µM; hits with a dose series show IC50 in µM; in the data active = a potency from the dose series; inconclusive = inhibition above about 27% without an active follow-up result; also: strong numbers were not always called active
tuberculosis growth: growth inhibition of non-replicating M. tuberculosis (AID 488890) | Mycobacterium tuberculosis non-replicating, growth inhibition; higher % means a stronger effect | one-dose inhibition, % at 25 µM; IC50 in µM for titrated hits | hit rate 0.39% among 320,000; in the data active = a potency from the dose series; inconclusive = inhibition mostly from about 82% at the one dose, without a potency; inactive = the rest, 99 in 100 with inhibition below about 76%;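 also: plate controls were DMSO cells for no effect and high antibiotic wells for full effect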
M. tuberculosis HTS: M. tuberculosis growth inhibition, HTS (AID 449762). M. tuberculosis H37Rv growth inhibition, 7H9 media; higher % means a stronger effect. inhibition, % at 25 µM; hits with a dose series show IC50 in µM. hit rate 0.59% among 330,000; in the data active = a potency from the dose series; inconclusive = inhibition above about 70% without an active follow-up result;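 also: bacterial growth assessed after seven days of incubation; strong numbers were not always called active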
inhibitors of VEEV 10K pilot screen: second read-out of inhibitors of VEEV, no call of its own (marks repeat the call); inhibition, %; measured here: 10K pilot screen inhibition
* = called active by the depositor; i = inactive; ? = inconclusive; / = no result given.

SMILES | inhibitors of VEEV | PhoP GFP inhibition | influenza NS1A | tuberculosis growth | M. tuberculosis HTS | others
CCn1c(COc2ccccc2C)nnc1SCC(=O)Nc1ccc2c(c1)OCCO2 | 5.5% | / | -1% | / | /
COc1ccc(CC(=O)OCC(=O)NC(=O)NC(C)C)cc1 | 4.2% | 8% | 2% | 44% | -6%
Cc1cc2ccccc2nc1SCC(=O)Nc1nc(-c2ccccc2)cs1 | i | -19% | -2% | 2% | 1% | inhibitors of VEEV 10K pilot screen=1.4
CC1CCc2c(sc(NC(=O)C3=COCCO3)c2C(N)=O)C1 (configuration not stated) | 9.2% | / | -5% | 28% | 30%
CS(=O)(=O)c1[nH]nc(-c2ccccc2)c1C#N | 0.6% | -15% | -23% | -10% | 4%
Cc1cccc(CC(=O)NC2CCS(=O)(=O)C2)c1 (configuration not stated) | 1.6% | 9% | -12% | -7% | 3%
COc1ccc(/C=C(/NC(=O)c2ccccc2Cl)C(=O)O)cc1 | 0.7% | -8% | 5% | -3% | 2%
CCc1ccc(N(C(=O)CNC(=O)c2ccco2)C(C(=O)NC2CCCC2)c2ccncc2)cc1 (configuration not stated) | i | 2% | 6% | -3% | -4%
Cc1ccc(C(=O)C(C)OC(=O)c2nc(Cl)ccc2Cl)cc1 (configuration not stated) | 0.3% | -7% | 8% | 12% | -18%
c1ccc(COc2ccc(CN3CCN(c4ccccn4)CC3)cc2)cc1 | 1.2% | 6% | 11% | 3% | ?
O=C(NCCCN1CCOCC1)c1cc(-c2ccc3c(c2)OCO3)nc2ccccc12 | i | 11% | -22% | -9% | -4%
CCc1ccc(/C=N/NC(=O)c2ccccn2)cc1 | 5.0% | -3% | -4% | i | ?
COc1ccc(Cc2nnc(NC(=O)c3cccs3)s2)cc1OC | 0.9% | 0% | 7% | -13% | -2%
COc1ccccc1NS(=O)(=O)c1cc(C(=O)NCc2ccco2)ccc1C | 0.6% | -6% | 3% | 12% | -25% | inhibitors of VEEV 10K pilot screen=0.2
O=C(COC(=O)c1cc(=O)[nH]c2ccccc12)NC(=O)c1ccccc1 | 0.2% | 3% | -4% | -13% | -2%
CC(=O)Nc1ccc(S(=O)(=O)Nc2ccc(C(=O)NCC(=O)O)cc2)cc1 | 0.6% | 5% | 15% | -3% | 5%
CCOc1ccccc1NC(=O)CCCc1nc2ccccc2c(=O)[nH]1 | 3.6% | -3% | 19% | -7% | -2%
O=C(NCC(=O)N(c1ccc2c(c1)OCCO2)C(C(=O)NC1CCCC1)c1ccco1)c1ccco1 (configuration not stated) | 1.4% | -5% | -1% | 11% | -7%
CCn1c(C)nc2cc(C(=O)N/N=C/c3ccc(O)c(O)c3O)ccc21 | i | / | 17µM* | / | /
CC(=O)Nc1cc2nc(C)n(Cc3ccccc3[N+](=O)[O-])c2nc1C | 0.5% | -5% | -10% | -2% | 4%
COc1ccccc1N1CCN(C2CCCN(C(=O)c3ccsc3)C2)CC1 (configuration not stated) | 1.8% | 0% | -2% | 32% | 13%
O=C(COC(=O)/C=C/c1cccc(Br)c1)Nc1cccc(S(=O)(=O)NC2=NCCC2)c1 | 2.0% | / | -13% | 7% | 12%
COc1ccc2c(c1)OC(O)(C(F)(F)C(F)F)CC2=O (configuration not stated) | 1.0% | -3% | 0% | ? | ?
Cc1ccccc1NC(=S)NC(=O)/C=C/c1ccco1 | i | -6% | 6% | 12% | 4%
Cc1ccc(NC(=O)CSc2cn[nH]n2)cc1 | 0.6% | 6% | 2% | 17% | -2%
CCCC(C(=O)Nc1cc(S(=O)(=O)N2CCOCC2)ccc1OC)c1ccccc1 (configuration not stated) | 3.0% | -6% | 0% | -7% | -7%
COc1ccc(-c2noc(C3CCCN(C(=O)c4ccc(F)cc4)C3)n2)cc1 (configuration not stated) | 3.3% | -2% | 3% | 43% | 4%
COC(=O)c1ccc(NC(=O)CSc2nnc(-c3ccncc3)n2N)cc1 | i | -6% | 2% | -1% | 1%
Cc1nn2c(NCCN(C)C)c3c(nc2c1-c1ccccc1)CCC3 | 21% | -8% | 9% | ? | ?
CC(C)CC(NC(=O)/C(=C/c1ccco1)NC(=O)c1ccc(Br)o1)C(=O)O (configuration not stated) | 0.5% | -4% | -8% | -5% | -2%

Overlap with the part before: two entries, then new ones.
SMILES | inhibitors of VEEV | PhoP GFP inhibition | influenza NS1A | tuberculosis growth | M. tuberculosis HTS | others
Cc1nn2c(NCCN(C)C)c3c(nc2c1-c1ccccc1)CCC3 | 21% | -8% | 9% | ? | ?
CC(C)CC(NC(=O)/C(=C/c1ccco1)NC(=O)c1ccc(Br)o1)C(=O)O (configuration not stated) | 0.5% | -4% | -8% | -5% | -2%
Cc1ccc(CSc2nnc3c(n2)OC2(Nc4ccccc4-3)C(=O)Nc3ccc(F)cc32)cc1 (configuration not stated) | 1.3% | 0% | 6% | 8% | 3%
CCN(CCn1cccn1)C(=O)CC1C(=O)NCCN1CCc1ccccc1 (configuration not stated) | 3.7% | -7% | 4% | -4% | -1%
CCOc1ccccc1-n1c(O)c(C=Nc2c(C)n(C)n(-c3ccccc3)c2=O)c(=O)[nH]c1=O | i | -18% | 1% | -7% | -2%
CC(C)(C)NC(=O)Cn1cc(C#N)c2cc(Br)ccc21 | i | 4% | -2% | 7% | 3%
CCN(CC)c1ccc(NC(=O)CSc2nc(C3CC3)nc3ccccc23)cc1C | i | -2% | -1% | 3% | -4%
COc1ccc(C)cc1CN(C)c1ccc(S(=O)(=O)N2CCN(C)CC2)cn1 | 0.7% | / | 3% | / | /
CCCNC(=O)N1CCN(S(=O)(=O)c2ccc3c(c2)OCCO3)CC1 | 1.2% | / | 0% | / | -2%
CCCCOC(=O)Cn1c(-c2ccccc2)nc2ccccc2c1=O | i | -14% | 1% | i | ?

An excerpt from above in order of length of the SMILES, largest number first.
SMILES | inhibitors of VEEV | PhoP GFP inhibition | influenza NS1A | tuberculosis growth | M. tuberculosis HTS | others
CCOc1ccccc1-n1c(O)c(C=Nc2c(C)n(C)n(-c3ccccc3)c2=O)c(=O)[nH]c1=O | i | -18% | 1% | -7% | -2%
Cc1ccc(CSc2nnc3c(n2)OC2(Nc4ccccc4-3)C(=O)Nc3ccc(F)cc32)cc1 (configuration not stated) | 1.3% | 0% | 6% | 8% | 3%
CC(C)CC(NC(=O)/C(=C/c1ccco1)NC(=O)c1ccc(Br)o1)C(=O)O (configuration not stated) | 0.5% | -4% | -8% | -5% | -2%
CCCC(C(=O)Nc1cc(S(=O)(=O)N2CCOCC2)ccc1OC)c1ccccc1 (configuration not stated) | 3.0% | -6% | 0% | -7% | -7%
COc1ccc(C)cc1CN(C)c1ccc(S(=O)(=O)N2CCN(C)CC2)cn1 | 0.7% | / | 3% | / | /
CC(=O)Nc1cc2nc(C)n(Cc3ccccc3[N+](=O)[O-])c2nc1C | 0.5% | -5% | -10% | -2% | 4%
COC(=O)c1ccc(NC(=O)CSc2nnc(-c3ccncc3)n2N)cc1 | i | -6% | 2% | -1% | 1%
COc1ccccc1N1CCN(C2CCCN(C(=O)c3ccsc3)C2)CC1 (configuration not stated) | 1.8% | 0% | -2% | 32% | 13%
Cc1nn2c(NCCN(C)C)c3c(nc2c1-c1ccccc1)CCC3 | 21% | -8% | 9% | ? | ?
CCCCOC(=O)Cn1c(-c2ccccc2)nc2ccccc2c1=O | i | -14% | 1% | i | ?
COc1ccc2c(c1)OC(O)(C(F)(F)C(F)F)CC2=O (configuration not stated) | 1.0% | -3% | 0% | ? | ?
Cc1ccccc1NC(=S)NC(=O)/C=C/c1ccco1 | i | -6% | 6% | 12% | 4%
Cc1ccc(NC(=O)CSc2cn[nH]n2)cc1 | 0.6% | 6% | 2% | 17% | -2%

Assay outcomes (PubChem)
